Bioassay records deposited in PubChem by National Center for Advancing Translational Sciences (NCATS).
GoLoco inh red: inhibitors of human Gai1-RGS12 GoLoco interaction (red fluorophore). hit rate 0.44% among 230,000. Potency, µM (doses to about 61.6 µM), without a hit: top-dose activity, negative = inhibition, most hits filed as inhibitors. Gai1:RGS12 GoLoco peptide FP, rhodamine, 10 min; active means well fitted inhibition curve with a large enough effect, not every such curve was filed as active; inactive means no such curve, though single readings can be large or run the other way; further: nearly all actives have a fitted effect of over 30% in size; many of its hits are not listed in these tables
Target sequence (P63096 whole entry, looked up): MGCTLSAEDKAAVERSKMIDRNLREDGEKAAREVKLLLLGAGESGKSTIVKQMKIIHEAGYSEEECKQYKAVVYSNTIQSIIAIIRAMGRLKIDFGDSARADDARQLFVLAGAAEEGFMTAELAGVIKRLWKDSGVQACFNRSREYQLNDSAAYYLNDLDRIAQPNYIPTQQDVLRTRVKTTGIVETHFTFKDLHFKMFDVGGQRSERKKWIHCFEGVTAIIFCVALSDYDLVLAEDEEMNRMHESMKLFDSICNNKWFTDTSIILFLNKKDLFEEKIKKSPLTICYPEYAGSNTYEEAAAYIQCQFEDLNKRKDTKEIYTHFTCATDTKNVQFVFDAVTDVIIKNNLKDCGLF
GAA inhib: alpha-glucosidase (human) inhibition | Potency, µM (titrated, usually from 76.9 µM), inactives show at the top dose activity change, negative = inhibition, actives largely listed as inhibitors | purified human GAA, 4-MU-alpha-glucoside fluorescence | hit rate 0.005% among 200,000 | P10253;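 further: plate controls were uninhibited enzyme wells for no effect and no-enzyme background for full effect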
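Enzyme (4 nM final) mixed with compound (up to 77 uM), then 4-MU-alpha-D-pyranoside (400 uM final) added; 20 min at room temperature, pH 5.0. Reaction stopped at pH 10, fluorescence read, AC50 derived by Hill fit.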
GAA glycogen: alters human alpha-glucosidase cleavage of glycogen; P10253; recombinant GAA, glycogen substrate, Amplex Red glucose oxidase fluorescence; Potency, µM (highest dose often 76.4 µM), inactives show top-dose activity change, negative = inhibition, hits mostly inhibitors; hit rate 0.38% among 300,000; AID 2100;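 further: 0% = full enzyme reaction and -100% = no-enzyme basal signal; the screen sought inhibitors and activators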
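qHTS, 1536-well; enzyme 4 nM final; cpd up to 77 uM; substrate bovine liver glycogen 30 ug; 50 mM citrate/phosphate pH 5.0, 0.01% Tween-20; 37 C, 40 min; Amplex Red detection 45 min RT; Hill fit → AC50.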
L3MBTL1 block: inhibitors of human L3MBTL1. AlphaScreen L3MBTL1–H3K9me1 peptide binding. Potency, µM (doses to about 57.1 µM), for the others: at the top dose activity, negative = inhibition, most hits filed as inhibitors. hit rate 0.66% among 230,000. AID 485360; further: nearly all actives have a fitted effect of over 60% in size
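AlphaScreen assay: L3MBTL1 (50 nM final) was preincubated 30 min at room temperature with biotinylated H3(1-15)K9me1 peptide (75 nM final), then 30 min with library compounds; streptavidin donor and nickel chelate acceptor beads (10 ug/mL final) added, 30 min dark.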
TexasRed fluor: counter-screen for TRb-SRC2 inhibitors: fluorescence interference; hit rate 0.29% among 280,000; AID 1479; Potency, µM (top dose mostly 106 µM), for the others: at the top dose fluorescence change, negative = quenching; TRb/SRC2 Texas Red total fluorescence interference; active means well fitted curve in either direction with a large enough effect; inconclusive means small, poorly fitted or top-dose-only effect
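Flags fluorescent or light-absorbing compounds by total fluorescence, S + 2P, at 555 nm excitation and 632 nm emission. Mixture: 20 nM Texas Red SRC2 peptide, 0.6 uM human TRb LBD, 1 uM T3, 5% DMSO; compound exposure 5 h at ambient temperature.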
aGlu spleen mod: inhibits or activates alpha-glucosidase in human spleen homogenate; human spleen homogenate, 4-MU-alpha-glucoside fluorescence; AID 2112; hit rate 0.006% among 240,000; P10253; Potency, µM (top dose mostly 79.9 µM), for the others: at the top dose activity change, negative = inhibition, hits mostly inhibitors;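 further: 0% = enzyme with vehicle and -100% = no enzyme basal signal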
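Enzyme source: human spleen homogenate, 1 ug/well. Buffer 50 mM citric acid/K phosphate pH 5.0, 0.01% Tween-20. 4-MU-alpha-glucoside 1 mM; 37 C x 40 min; NaOH/glycine stop; fluorescence.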
TRb SRC2 PPI: TRbeta-SRC2 interaction inhibition; TRbeta-SRC2 peptide binding, fluorescence polarization; receptor liganded with 1 µM T3; Potency, µM (doses to about 106 µM), without a hit: top-dose activity change, negative = inhibition, usual class: inhibitors; AID 1469; hit rate 0.065% among 280,000;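 further: plate controls were bound peptide for no effect and peptide without receptor for full effect; nearly all actives have a fitted effect of over 50% in size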
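Decrease in fluorescence polarization of 20 nM Texas Red SRC2 coactivator peptide flagged inhibition of its binding to 0.6 uM TRb LBD; 1 uM T3 included, incubation 5 hr, ex 555/em 632 nm.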
RECQ1 inh: inhibitors of human RECQ1 DNA helicase; P46063; RECQ1 DNA unwinding, red fluorescence kinetic read; Potency, µM (doses to about 57.3 µM), without a hit: at the highest dose activity, negative = inhibition, most hits filed as inhibitors; hit rate 0.54% among 240,000;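 further: plate controls were vehicle for no effect and no enzyme for full effect; nearly all actives have a fitted effect of over 30% in size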
Target sequence (P46063 whole entry, looked up): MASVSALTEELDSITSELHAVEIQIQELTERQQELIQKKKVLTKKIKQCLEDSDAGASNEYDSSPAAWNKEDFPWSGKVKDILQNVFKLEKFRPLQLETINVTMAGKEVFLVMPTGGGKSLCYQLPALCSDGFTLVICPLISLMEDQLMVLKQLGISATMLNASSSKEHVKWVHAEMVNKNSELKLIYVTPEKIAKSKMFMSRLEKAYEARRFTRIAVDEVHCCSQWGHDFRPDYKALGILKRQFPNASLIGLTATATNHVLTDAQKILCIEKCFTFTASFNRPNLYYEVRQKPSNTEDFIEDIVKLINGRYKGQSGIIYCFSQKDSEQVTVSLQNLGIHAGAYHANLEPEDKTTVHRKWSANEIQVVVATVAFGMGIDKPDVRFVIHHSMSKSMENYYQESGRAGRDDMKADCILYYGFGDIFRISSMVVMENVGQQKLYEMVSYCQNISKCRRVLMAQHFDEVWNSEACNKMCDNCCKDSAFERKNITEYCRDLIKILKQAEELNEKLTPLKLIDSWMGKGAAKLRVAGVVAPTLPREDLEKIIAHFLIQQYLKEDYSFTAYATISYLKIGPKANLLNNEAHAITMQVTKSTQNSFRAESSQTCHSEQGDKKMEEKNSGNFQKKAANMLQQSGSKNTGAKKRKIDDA
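50 nM RECQ1T1 preincubated 15 min with compound in Tris pH 8.0 buffer with MgCl2, DTT, Tween-20 and 2.5 ug/ml poly(dI-dC); started with 200 nM TAMRA/BHQ-2 forked duplex and 2 mM ATP. Unwinding read as fluorescence (525/598 nm), two reads 2 h apart.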
Active calls of the source: *; i = inactive; ? = inconclusive; / = not tested or not shown; [ ] = dose if it differs, or a comment. Unless noted, the call rests on the fitted dose curve; in most records, active means well fitted curve in the direction sought with a large enough effect; inconclusive means small, poorly fitted or top-dose-only effect, or another doubt; inactive means no such curve, though single readings can be large; an effect the other way counts as inactive or inconclusive. Unless noted, on the % scale 0 is the no-effect control and ±100 the full control effect; potency means the concentration at half of the fitted maximal effect. Only part of the results is shown; the hit share may differ from the screen's.

Sample of the layout:
SMILES | GoLoco inh red | GAA inhib | GAA glycogen | L3MBTL1 block | TexasRed fluor | aGlu spleen mod | TRb SRC2 PPI | RECQ1 inh
COc1ccccc1C(=O)N/C(=C/c1ccccc1)C(=O)NC(CCSC)C(=O)O (centres undefined) | 6% | 6% | 1% | 6% | 2% | -3% | -1% | -1%
O=C(Nc1cccc(O)c1)c1ccccc1[N+](=O)[O-] | 1% | 0% | 0% | -5% | -6% | 1% | -1% | i
CCOC(=O)C1C(c2ccc(OC)cc2)N(C)OC1(O)C(F)(F)F (centres undefined) | 4% | 3% | 6% | 3% | -5% | -4% | -1% | -3%
CCC(C(=O)N1CCN(c2cccc(Cl)c2)CC1)c1ccccc1 (centres undefined) | 10% | -12% | -8% | 4% | 2% | -15% | -13% | 25µM*
Cc1nn(-c2ccccc2)c(Cl)c1/C=N/Nc1nncc(=O)[nH]1 | 8% | / | 3% | -5% | -2% | 0% | 4% | 8%

Main list, from the first entry:
SMILES | GoLoco inh red | GAA inhib | GAA glycogen | L3MBTL1 block | TexasRed fluor | aGlu spleen mod | TRb SRC2 PPI | RECQ1 inh
COc1ccccc1C(=O)N/C(=C/c1ccccc1)C(=O)NC(CCSC)C(=O)O (centres undefined) | 6% | 6% | 1% | 6% | 2% | -3% | -1% | -1%
O=C(Nc1cccc(O)c1)c1ccccc1[N+](=O)[O-] | 1% | 0% | 0% | -5% | -6% | 1% | -1% | i
CCOC(=O)C1C(c2ccc(OC)cc2)N(C)OC1(O)C(F)(F)F (centres undefined) | 4% | 3% | 6% | 3% | -5% | -4% | -1% | -3%
CCC(C(=O)N1CCN(c2cccc(Cl)c2)CC1)c1ccccc1 (centres undefined) | 10% | -12% | -8% | 4% | 2% | -15% | -13% | 25µM*
Cc1nn(-c2ccccc2)c(Cl)c1/C=N/Nc1nncc(=O)[nH]1 | 8% | / | 3% | -5% | -2% | 0% | 4% | 8%
C/C(CC(=O)Nc1ccc(C)c(Cl)c1)=N\NC(=O)c1ccncc1 | 0% | -4% | -23% | 19% | 0% | / | 2% | -8%
COc1cccc(Cn2cnc3c(NS(=O)(=O)c4ccc(Cl)cc4)c(C)c(C)cc32)c1 | 13% | -29% | 2% | -5% | -3% | -6% | -3% | -9%
CCC(CCC(=O)Nc1cccc(C(=O)O)c1)C(=O)O (centres undefined) | -2% | 5% | 7% | -12% | -7% | -8% | 2% | -1%
O=C(O)CCCC(=O)Nc1ccc(Cl)cc1 | -4% | -18% | 0% | 15% | 3%[53 µM] | -2% | -2%[53 µM] | i
O=C(C[n+]1cc(-c2ccc(F)cc2)n2c1CCC2)Nc1nc(-c2ccc(F)cc2)cs1 | 6% | 5% | -1% | 5% | -3% | 6% | -4% | -7%
O=C(Nc1cccc2cccnc12)C1CCCC1 | 6% | -2% | 8% | 7% | -4% | 6% | -2% | -7%
CCOC(=O)C(=NCC1CCCO1)NNc1cc(Cl)ccc1Cl (centres undefined) | 3% | / | ? | / | -1% | 4% | -5% | -11%
CCn1c(C)nc2c1C(=O)c1ccccc1C2=O | -1% | 5% | -1% | 8% | -6% | -6% | -6% | -14%
COc1cc(CNCc2ccccn2)ccc1OCc1ccc(Cl)cc1 | 7% | -3% | -4% | -29% | 0% | -2% | 7% | -14%
COc1cc(/C=N/NC(=O)C(=O)/C=C2\NC3(CCCC3)Cc3ccccc32)ccc1O | 13% | 2% | -26% | -14% | 1% | -8% | 9% | -5%
CC1NC2(C(=O)N(Cc3ccccc3)c3ccccc32)C2C(=O)N(c3ccccc3)C(=O)C12 (centres undefined) | 0% | -5% | 9% | -2% | -1% | -8% | -6% | -15%
CC(=O)Nc1cc(C(=O)OC(C(=O)c2ccccc2)c2ccccc2)ccc1C (centres undefined) | -7% | -8% | -26% | -7% | -1% | -11% | 1% | i
Cc1ccc(OCC(=O)NC2CCCC2)c(C)c1 | 1% | -3% | 6% | 8% | 0% | -6% | 7% | -4%
CCCN(CCC)S(=O)(=O)c1ccc(C(=O)Nc2nnc(-c3cc(OC)cc(OC)c3)o2)cc1 | 8% | -3% | 1% | / | 3% | -5% | -1% | -11%
N#C/C(=C\c1c[nH]c2ccccc12)C(=O)NCC1CCCO1 (centres undefined) | 13% | 3% | 13% | -3% | 0%[53 µM] | 0% | 0%[53 µM] | i
Cc1ccc([C@@H]2C3COCC=C3C(C#N)=C(N)C2(C#N)C#N)o1 (some centres undefined) | -24% | 6% | -5% | 0% | 19% | -1% | -29% | -24%
CC(C)NC(=O)c1sc2c(c1C(=O)Nc1cccnc1)CCCC2 | 3% | / | -4% | 3% | -2% | -20% | -12% | 0%
Cc1ccc(N2C(=O)c3ccc(N)cc3C2=O)cc1C | 2% | -5% | 3% | 29% | -1% | -4% | 1% | -2%
CC1(C)CCc2c([nH]c3ccccc3c2=O)O1 | 2% | -1% | 0% | 6% | 0% | -2% | 3% | -1%
Cc1cc(NC(=O)c2cc(-c3ccccn3)nc3ccccc23)no1 | -2% | -3% | -6% | 9% | -3% | -2% | -2% | -2%
O=C(NCCc1ccccc1)Oc1ccc(Cl)cc1 | -2% | / | 8% | -4% | -5% | -3% | -2% | i
COc1ccc(/C=N/OCC(=O)Nc2nc3ccccc3s2)cc1 | 0% | 2% | -2% | -1% | 0% | -1% | 2% | -4%
CCc1cc2c(=O)c(Oc3ccccc3F)c(C)oc2c(CN(C)C)c1O | 3% | ? | 4% | 2% | 0% | ? | 0% | -7%
Cc1occc1C(=O)Nc1nnc(C(F)(F)F)s1 | 1% | -14% | -1% | 23%[11.4 µM] | -2% | -2% | 7% | 4%
O=c1c2ccccc2nc2n1C(CBr)CN2 (centres undefined) | -6% | / | 5% | / | -4% | -13% | -3% | 0%
C/C(CC(=O)Nc1ccc(N(C)C)cc1)=N\NC(=O)c1ccc([N+](=O)[O-])cc1Cl | 8% | -31% | ? | ? | 1% | -2% | -8% | i
Brc1ccc(-c2ccccc2)cc1 | -23% | / | / | -1% | -3% | 9% | -3% | -3%
CCCOC(=O)c1c(-c2ccc(C)cc2C)csc1NC(=O)C1C2CCC(O2)C1C(=O)O (centres undefined) | -6% | 7% | -9% | 3% | 0% | 2% | 3% | -1%
CCC/C=C(\CCC)C(NS(=O)(=O)c1ccc(Cl)cc1)c1ccccc1 (centres undefined) | 11% | / | / | / | -1% | 4% | 4% | -13%
COc1ccccc1/C=C/C(=O)c1c2c(c(C)[nH]c1=O)CCCC2 | 12% | -16%[15.4 µM] | -9% | -2% | -2% | -6% | 0% | -3%
CCNCCCNCCCNCCCNCC | 5% | / | / | / | 0% | 3% | 4% | i
CN(C)CCSc1nc(-c2ccccc2)nc2c1CCC2 | 12% | -4% | 17% | -6% | ? | -3% | 1% | -5%
c1ccc(-c2nnc(N3CCN(c4ccccc4)CC3)nc2-c2ccccc2)cc1 | -4% | / | 5% | -8% | 0% | 0% | 0% | -5%
CCOC(=O)c1nnc(-c2ccc(C)cc2)nc1Oc1ccc(Cl)cc1Cl | 2% | ? | 3% | 0% | -2% | -5% | -1% | -8%
CCN(CC)S(=O)(=O)c1ccc(N=NC2=C(O)CCCC2=O)cc1 | / | -1% | 10% | -7% | 45µM*[fluorescent] | -8% | 40µM* | ?
Cc1cc(C)c[n+](-c2nc3ccccc3nc2[N-]S(=O)(=O)c2ccc(Br)s2)c1 | 7% | -1% | -14% | -5% | 0% | 3% | -2% | i
CNS(=O)(=O)c1cccc(C(=O)Nc2cccc(Cl)c2)c1 | 2% | 4% | 6% | / | 2% | -5% | 3% | i
CCn1cc(SCC(=O)Nc2cc(C)on2)c2ccccc21 | -2% | 0% | 2% | 9% | -1% | -7% | 5% | -5%
COc1ccc(OC)c(CNC(=O)C2CCCN(C(=O)N(C)C)C2)c1 (centres undefined) | 0% | -5% | 3% | 7% | -5% | -1% | 4% | i
Nc1nc(CN2CCCCCC2)nc(Nc2ccccc2)n1 | 9% | 2% | 10% | 28µM* | -6% | -6% | -2% | -21%
C#CCN1C(=O)C(O)(c2c(C)[nH]c3ccccc23)c2ccccc21 (centres undefined) | 11% | 0%[15.4 µM] | 1% | / | -2% | -13% | 3% | 0%
Cn1c(=N)n(CC(=O)O)c2ccccc21 | 24% | -3% | 7% | 7% | 1% | -20% | -22% | -11%
COc1ccc(/C=C/C(=O)Nc2nnc(C(C)C)s2)cc1OC | 1% | / | 0% | / | 1% | 1% | 4% | 15%
CC1CCCN(CC(O)CN)C1 (centres undefined) | 4% | 4% | 6% | 4% | 0% | -3% | -7% | -5%
Cc1ccccc1OCC(=O)OC1CCN(C)CC1 | -6% | 1% | 6% | 30% | -12% | 2% | -4% | i
COC(=O)[C@@H](O)CC[C@@H](C)Cc1c(OC)c(OC)c(C)c(OC)c1OC | 1% | / | / | / | -1% | -2% | 6% | 8%
O=C(CSc1nnc(-c2ccccn2)n1-c1ccc(Cl)cc1)Nc1ccc2c(c1)OCO2 | 4% | -14% | 10% | / | -7% | -4% | 3% | i

Two of these compounds in another layout.
| SMILES | GoLoco inh red | GAA inhib | GAA glycogen | L3MBTL1 block | TexasRed fluor | aGlu spleen mod | TRb SRC2 PPI | RECQ1 inh |
| --- | --- | --- | --- | --- | --- | --- | --- | --- |
| CCc1cc2c(=O)c(Oc3ccccc3F)c(C)oc2c(CN(C)C)c1O | 3% | ? | 4% | 2% | 0% | ? | 0% | -7% |
| Cc1occc1C(=O)Nc1nnc(C(F)(F)F)s1 | 1% | -14% | -1% | 23%[11.4 µM] | -2% | -2% | 7% | 4% |
